From PubChem BioAssay
Yp Topo-I inh: blocks Yersinia pestis topoisomerase I activity. AID 504884. 360,000 tested, 0.064% active. activity, % at 10 µM. Y. pestis Topo-I cleavage product accumulation, plate reader; in the data active = activity above about 50%, passing the limit was not always enough; also: inactives centre near 2
UGM FP inh: inhibitors of M. tuberculosis UDP-galactopyranose mutase. inhibition, % at 10 µM. purified UGM, fluorescence polarization probe displacement. 320,000 tested, 0.06% active. P9WIQ1. AID 504406; in the data active = inhibition above about 10%, passing the limit was not always enough
Target sequence (P9WIQ1 whole entry, looked up): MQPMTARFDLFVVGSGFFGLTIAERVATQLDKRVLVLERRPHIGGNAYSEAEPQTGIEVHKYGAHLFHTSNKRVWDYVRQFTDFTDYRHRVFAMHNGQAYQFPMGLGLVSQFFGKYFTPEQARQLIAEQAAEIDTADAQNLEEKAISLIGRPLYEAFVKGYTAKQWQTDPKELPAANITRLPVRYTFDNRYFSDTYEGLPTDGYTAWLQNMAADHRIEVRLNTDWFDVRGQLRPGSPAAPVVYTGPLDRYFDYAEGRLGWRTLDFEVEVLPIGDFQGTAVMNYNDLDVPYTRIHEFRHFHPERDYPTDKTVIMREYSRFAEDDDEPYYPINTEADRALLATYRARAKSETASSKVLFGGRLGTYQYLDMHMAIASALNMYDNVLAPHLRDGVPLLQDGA
TcdB GH inh: TcdB glycohydrolase inhibition; P18177; TcdB glycohydrolase enzymatic assay, plate reader; inhibition, % at 9.99 µM; 350,000 tested, 0.24% active; in the data active = inhibition above about 10%
BH1578 lux ind: inducers of Vibrio cholerae quorum light production without autoinducers. activation, % at 18.7 µM. 350,000 tested, 0.16% active. AID 588436. V. cholerae BH1578 lux reporter, luminescence, 6 h; in the data active = activation mostly above about 9.7%, no sharp cut-off; also: not every result past the cut was called active; inactives centre near 0; reference of the scale not given here
FBA Mtb inh: inhibits M. tuberculosis FBA enzyme | AID 588726 | 360,000 tested, 2.3% active | P9WQA3 | purified M. tuberculosis FBA, fluorescence read-out | inhibition, % at 1 µM; in the data active = inhibition above about 27%;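 also: 0% = vehicle and 100% = reference inhibitor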
Target sequence (P9WQA3 whole entry, looked up): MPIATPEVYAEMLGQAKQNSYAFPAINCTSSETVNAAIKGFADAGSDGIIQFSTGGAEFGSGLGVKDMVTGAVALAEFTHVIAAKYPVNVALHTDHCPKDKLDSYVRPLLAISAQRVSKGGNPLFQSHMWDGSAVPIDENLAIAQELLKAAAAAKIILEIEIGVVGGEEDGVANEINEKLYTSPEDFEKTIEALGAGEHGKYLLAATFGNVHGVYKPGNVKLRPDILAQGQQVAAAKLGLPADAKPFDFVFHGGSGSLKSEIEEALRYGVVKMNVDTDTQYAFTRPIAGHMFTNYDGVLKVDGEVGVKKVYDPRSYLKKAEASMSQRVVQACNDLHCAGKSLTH
GDH-TPI counter: GDH-TPI coupled enzyme inhibition counter-screen; 360,000 tested, 1.2% active; GDH-TPI coupled enzyme counterscreen, NADH absorbance; inhibition, % at 4.8 µM; in the data active = inhibition above about 30%;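 also: 0% = DMSO wells and 100% = wells lacking the enzyme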
PfHsp40 rescue: rescue of PfHsp40-mediated yeast toxicity; S. cerevisiae expressing PfHsp40, growth rescue, ATP luminescence; growth rescue, % at 12.5 µM; 340,000 tested, 0.68% active; AID 504582; in the data active = growth rescue above about 28%, passing the limit was not always enough;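 also: yeast W303a lacking pdr1 and pdr3 grown in galactose medium; growth measured after three days at 30 °C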
FadD28 FP inh: blocks FadD28 binding to the bisubstrate probe; AID 588549; fluorescence polarization; inhibition, % at 12.5 µM; 360,000 tested, 0.22% active; in the data active = inhibition above about 8.5%, passing the limit was not always enough
Mtb BioA inh: blocks M. tuberculosis BioA enzyme activity; purified M. tuberculosis BioA enzyme, plate reader; inhibition, % at 9.99 µM; 360,000 tested, 0.096% active; AID 602481; in the data active = inhibition above about 40%
* = called active by the depositor; i = inactive; · = no result given.

Structure	Yp Topo-I inh	UGM FP inh	TcdB GH inh	BH1578 lux ind	FBA Mtb inh	GDH-TPI counter	PfHsp40 rescue	FadD28 FP inh	Mtb BioA inh
COc1cc(C)c(CN2CCN(CC(=O)Nc3ccccc3C(=O)NC3CC3)CC2)cc1OC	9	-3.4	0.3	i	1	9	-0.2	-0.4	0.2
Cc1c(N=C(N)/N=C(\N)Nc2ccc(Br)cc2)c(=O)n(-c2ccccc2)n1C	3	1.8	0.7	-0.4	2	12	-1.4	-1.3	·
O=C(c1ccc2c(c1)N(Cc1cccc(Cl)c1)C(=O)c1ccccc1S2(=O)=O)N1CCN(c2ccccn2)CC1	-9	-1.8	1.0	i	2	9	-0.3	-0.7	-2.5
CCOC(=O)COc1ccc(/C=C/[N+](=O)[O-])c(OCC(=O)OCC)c1	19	2.2	·	-0.5	-1	20	-0.7	-4.9	-1.9
CN(C(=O)c1cccnc1)c1nnc(-c2ccccn2)s1	-6	0.1	-3.5	-0.2	21	-9	0.3	-0.2	-0.9
CC(=O)OCCC(NS(=O)(=O)OCC(Cl)(Cl)Cl)c1ccccc1 (stereo unspecified)	-2	-0.9	2.4	-0.4	4	-3	1.3	-2.0	-0.8
CCOc1ccc(NC(=O)CN2C(=O)CSC2=O)cc1	1	-0.4	·	-0.3	-1	-3	-0.2	-3.9	·
CCOc1cccc(CN2CCC(n3nccc3NC(=O)c3ccc4c(c3)OCO4)CC2)c1	9	0.6	-2.6	i	1	1	-0.3	-0.6	-0.9
Cc1ccccc1CCNC(=O)C1CC(O)CN1C(=O)Nc1ccccc1 (stereo unspecified)	3	-0.8	0.4	-0.4	-4	1	-1.9	-2.5	-0.8
Oc1[nH]c2ccccc2c1/C=N/N1CCCCC1	1	4.4	·	-0.1	1	8	0.5	0.9	·
O=C(c1nsnc1-c1ccccc1O)N1CCCCC1	10	-0.8	·	-0.3	4	-2	0.5	-2.4	1.0
CCN(CC(=O)Nc1ccc(NC(C)=O)cc1)C(=O)C1CC(=O)N(CCc2ccc(OC)c(OC)c2)C1 (stereo unspecified)	0	0.0	0.0	5.0	-2	3	1.2	-1.9	0.8
CCOc1cc(C(=O)NCc2ccc(F)cc2)ccc1OCC(=O)N1CCCCC1	18	-1.2	0.5	-0.3	-2	0	-0.6	-0.2	0.1
Cc1ccc(C(C)C)cc1OCC(=O)NCCCn1ccnc1	-3	0.4	0.7	i	6	12	-1.1	-0.6	-0.9
O=C(N/N=C\C1C(=O)NC(=S)N(c2ccccc2)C1=O)c1ccc(O)cc1 (stereo unspecified)	-14	-0.3	-2.3	0.8	-10	3	-1.5	-4.8	0.5
CCN(CC(=O)NC1CC1)S(=O)(=O)c1ccc(C)cc1	3	0.2	0.2	-0.2	3	4	0.6	-2.2	0.4
CC(C)C(=O)NCCc1nc2ccccc2n1CCCOc1ccc(Cl)cc1	42	-0.2	·	0.2	0	17	-0.3	-1.8	2.1
CSc1ccc(Cl)c(C(=O)NCCCn2ccnc2)c1	1	-1.4	0.9	4.3	3	-1	0.0	-1.0	-1.1
Nc1c(C(=O)N2CCCC2)sc2nc3c(cc12)CCCCCC3	6	0.4	1.0	i	8	5	0.6	-0.8	·
COc1ccc(S(=O)(=O)N2CCCCCC2)cc1C(=O)NCc1ccc(C)cc1	28	-3.0	0.0	0.3	5	1	4.9	2.0	-0.2
COCC(=O)OCc1cc2cccc(C)c2[nH]c1=O	-4	-2.7	-0.4	-0.5	-3	1	0.3	-4.5	·
S=C1NCCc2ccccc2C1c1ccccc1 (stereo unspecified)	-2	-0.3	·	-7.1	-1	-4	-1.3	-5.4	2.1
CCOc1ccc(CN(C)C(=O)CCl)cc1	9	2.4	-0.5	-0.9	-4	-4	-0.3	-3.9	·
CCOC(=O)CSc1nc2cc(C(=O)N3CCCC3)ccc2c(=O)n1Cc1ccccc1	30	0.4	·	i	4	9	0.1	-2.4	9.3
O=C(O)Cc1nc2nc3c(c(=O)n2[nH]1)CCCC3	3	0.8	·	-0.3	2	2	0.8	-3.5	-0.1
COCCNc1ncnc2c1ncn2[C@H]1CN(CCOC)C[C@@H](CO)O1	7	·	-0.4	0.8	-2	6	·	0.5	0.5
CCC(CC)C(=O)Nc1c2c(nn1-c1ccc(F)cc1)CS(=O)(=O)C2	1	-4.5	1.0	i	-2	6	1.2	-2.6	-1.5
CCOc1ccc(NC(=O)C2CCCN(S(=O)(=O)c3cccc4nsnc34)C2)cc1 (stereo unspecified)	-2	-0.5	2.3	-0.5	5	11	-0.7	-0.5	0.4
CC(=O)Nc1sc2c(c1C#N)CCN(Cc1ccccc1)C2	-4	2.1	0.7	i	-7	12	-0.2	-3.2	-0.5
CC(C)(C)NC(=S)NCc1ccc2c(c1)OCO2	-1	-0.2	-0.2	-0.2	1	9	0.7	0.4	·

Given as labelled records: part of the list above.
canonical_smiles: S=C1NCCc2ccccc2C1c1ccccc1 (stereo unspecified)
  Yp Topo-I inh: -2	UGM FP inh: -0.3	TcdB GH inh: ·	BH1578 lux ind: -7.1	FBA Mtb inh: -1	GDH-TPI counter: -4	PfHsp40 rescue: -1.3	FadD28 FP inh: -5.4	Mtb BioA inh: 2.1
canonical_smiles: CCOc1ccc(CN(C)C(=O)CCl)cc1
  Yp Topo-I inh: 9	UGM FP inh: 2.4	TcdB GH inh: -0.5	BH1578 lux ind: -0.9	FBA Mtb inh: -4	GDH-TPI counter: -4	PfHsp40 rescue: -0.3	FadD28 FP inh: -3.9	Mtb BioA inh: ·
canonical_smiles: CCOC(=O)CSc1nc2cc(C(=O)N3CCCC3)ccc2c(=O)n1Cc1ccccc1
  Yp Topo-I inh: 30	UGM FP inh: 0.4	TcdB GH inh: ·	BH1578 lux ind: i	FBA Mtb inh: 4	GDH-TPI counter: 9	PfHsp40 rescue: 0.1	FadD28 FP inh: -2.4	Mtb BioA inh: 9.3
canonical_smiles: O=C(O)Cc1nc2nc3c(c(=O)n2[nH]1)CCCC3
  Yp Topo-I inh: 3	UGM FP inh: 0.8	TcdB GH inh: ·	BH1578 lux ind: -0.3	FBA Mtb inh: 2	GDH-TPI counter: 2	PfHsp40 rescue: 0.8	FadD28 FP inh: -3.5	Mtb BioA inh: -0.1

Remaining list, next part
Structure	Yp Topo-I inh	UGM FP inh	TcdB GH inh	BH1578 lux ind	FBA Mtb inh	GDH-TPI counter	PfHsp40 rescue	FadD28 FP inh	Mtb BioA inh
CC(C)c1c(O)nc(SCCN(C)C)[nH]c1=O	-3	-2.0	·	-0.2	2	4	-0.5	-2.9	2.5
O=C(CCc1nnc(CCCCc2ccccc2)o1)N1CCCC(O)C1 (stereo unspecified)	1	-0.3	1.7	-2.4	3	5	1.3	-0.2	7.2
COc1ccccc1-c1cccc([C@@H]2C[C@H]3[C@@H](CN2)CON3C)c1	-6	·	0.2	-0.5	-3	-2	-1.4	-3.1	-3.1
CCOC(=O)N1CCN(C(=O)COC(=O)CNC(=O)c2ccc(C)cc2)CC1	-4	-1.0	2.6	-0.3	-1	7	-0.8	-4.7	-1.0
CC1CCCC(NC(=O)CSc2nncs2)C1C (stereo unspecified)	5	0.2	1.0	i	2	7	-0.1	-0.1	2.0
FC(F)(F)c1cccc(NC(=S)NNC(=S)NCc2ccccc2)c1	-11	-0.9	·	i	-2	23	1.4	0.9	-1.9
NC(=O)CC(NC(=S)NCc1ccccc1)C(=O)O (stereo unspecified)	-7	-0.1	·	i	3	-8	0.6	1.5	0.7
CN(C)S(=O)(=O)c1ccc(Cl)c(NC(=O)CN2CCCC2)c1	-2	-0.7	-1.0	-0.5	-2	8	0.2	-1.4	1.2
Cc1cccc(C)c1NC(=O)CSc1n[nH]c(=O)n1C1CC1	9	1.6	1.1	-0.6	0	-5	-0.5	-0.1	-1.5
COc1ccc(/C=N/N2C(C)CCCC2C)cc1O (stereo unspecified)	10	0.9	-2.3	i	-2	6	1.7	·	-1.0
CC(=O)Nc1nnc(-c2ccc(Cl)s2)o1	1	4.5	0.0	-0.2	16	22	-1.3	-2.2	-0.4
O=c1cc(-c2ccc(OCc3ccccc3)cc2)oc2cc(OCc3ccccc3)cc(OCc3ccccc3)c12	-2	·	0.9	6.2	-4	4	0.7	1.4	-0.6
CC(NC(=O)c1c(O)c2ccccc2n(C)c1=O)c1ccccc1 (stereo unspecified)	8	1.9	0.5	0.5	1	3	2.3	-2.7	-1.9
CC(C)(C)Cc1c(-c2cccc(Cl)c2)nc2ccc(Br)cn12	·	·	-0.2	·	1	·	·	-2.0	0.1
COc1ccc(Nc2cccc(Cl)c2)c(C(=O)O)c1	-2	5.3	·	-0.1	7	3	1.1	5.9	2.2
Nc1ccc(Oc2ccc3c(c2)C(=O)N(CC2CCCO2)C3=O)cc1 (stereo unspecified)	-3	1.5	0.6	i	-2	9	1.6	-0.9	-0.1
CN(CCOC(=O)C1c2ccccc2Oc2ccccc21)C(C)(C)C	-1	-1.5	·	-3.3	0	3	-0.9	-3.3	·
COc1ccccc1-c1cnn2c(NC3CCCC3)cc(C)nc12	19	-1.1	-0.4	-5.6	11	9	0.0	-2.8	-0.1
Clc1cccc(-c2nc(NCCN3CCOCC3)c3ccccc3n2)c1	-17	-2.5	3.1	0.2	-5	4	-0.1	-7.8	0.1
Cc1cccc(NC(=O)CCN2C(=O)C3C4C=CC(C4)C3C2=O)c1 (stereo unspecified)	6	-0.7	5.4	i	2	4	-2.3	-0.8	-1.1
CN1CCN(C(=O)c2cc(-c3cccc(Cl)c3)on2)CC1	0	-0.8	·	-3.3	1	3	-0.5	0.6	-0.6
Cc1ccccc1C(=O)Nc1ccc(C(=O)O)cc1NC(=O)c1ccccc1C	1	-2.2	1.6	-0.8	-1	3	·	-1.3	0.6
CCC1(C)Cc2c(C#N)c(SC)nc(N3CCOCC3)c2CO1 (stereo unspecified)	11	-0.8	1.5	-0.5	0	14	·	-5.0	0.9
Cn1c(O)c(C=Nc2ccc3c(c2)CCC3)c(=O)n(C)c1=O	-5	2.5	·	2.8	2	2	1.3	-1.4	0.1
Cc1nc(C)c(-c2csc(Nc3ncccc3C)n2)s1	4	-2.9	0.9	1.7	1	7	1.2	1.5	0.7
O=C(NC(=S)NCC1CCCO1)c1ccccc1F (stereo unspecified)	-4	-2.1	1.2	-1.1	0	1	-0.7	-0.6	·
COCCCNc1nc2ccccc2nc1NS(=O)(=O)c1ccc(C)c(C)c1	19	2.0	-0.5	-0.6	12	23	3.7	-1.3	-1.6
O=C(O)CCCCCNC(=O)c1ccncc1	4	-5.5	1.4	i	-1	7	-0.5	-4.5	0.1
CC(=O)Nc1ccc(NC(=O)CN(C)S(=O)(=O)c2ccc3ccccc3c2)cc1	9	1.5	0.7	i	-1	0	-0.2	-0.4	0.9
COc1ccc(NC(=O)CSCc2cc(=O)n3ccsc3n2)cc1	-2	2.4	1.2	-0.7	-6	3	1.3	-2.3	0.1

Profiles as entered above. Values in the order: Yp Topo-I inh | UGM FP inh | TcdB GH inh | BH1578 lux ind | FBA Mtb inh | GDH-TPI counter | PfHsp40 rescue | FadD28 FP inh | Mtb BioA inh
O=C(N/N=C\C1C(=O)NC(=S)N(c2ccccc2)C1=O)c1ccc(O)cc1 (stereo unspecified) in the list: -14 | -0.3 | -2.3 | 0.8 | -10 | 3 | -1.5 | -4.8 | 0.5
CN(C)S(=O)(=O)c1ccc(Cl)c(NC(=O)CN2CCCC2)c1 in the list: -2 | -0.7 | -1.0 | -0.5 | -2 | 8 | 0.2 | -1.4 | 1.2

Additional records follow.
Structure	Yp Topo-I inh	UGM FP inh	TcdB GH inh	BH1578 lux ind	FBA Mtb inh	GDH-TPI counter	PfHsp40 rescue	FadD28 FP inh	Mtb BioA inh
O=C(NNc1ncnc2c1cnn2-c1cccc(Cl)c1)c1ccco1	-2	6.0	0.8	1.6	4	10	0.7	-1.5	-1.1
COc1cc(Cl)c(C)cc1NC(=O)COC(=O)C1=NN(c2ccccc2)C(=O)CC1	13	-1.6	1.8	0.9	2	0	0.9	0.1	-0.7
C=C1CC[C@@]23CC[C@]4(C)[C@@](OC2=O)([C@@H]3C1)[C@H]1O[C@H]1C1[C@@]2(C)CC[C@H](O)C(C)(C)C2CC[C@]14C (stereo partly specified)	31	-1.0	·	-0.5	0	-6	-0.8	-1.5	-0.9
O=C(Nc1c(F)c(F)c(F)c(F)c1F)C1CCCCC1	4	-1.6	·	25	-3	-4	-1.3	-3.4	2.3
Cc1ccc(C(=O)OCC(=O)Nc2ccc(N(C)C)cc2)cc1NC(=O)c1ccco1	-3	0.9	·	-0.7	-6	-8	-1.0	-4.4	-0.9
O=C(CCCN1C(=O)/C(=C/c2cccc(Br)c2)SC1=S)Nc1ccccn1	4	-2.0	·	-0.3	0	8	-1.5	-0.4	-1.6
